Source: PubChem (several laboratories)
MT1-MMP act inh: inhibitors of human MT1-MMP activation | P50281 | HT1080 RFP-PRO-GFP cells, GFP/RFP ratio fluorescence, overnight; percent of plate control window, DMSO zero | GFP/RFP ratio change, % at 20 µM | 360,000 compounds, 0.061% hits | AID 651647;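 active means GFP/RFP ratio change of at least 30% with cell ATP level not reduced by more than half and red fluorescence within 50% of control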; further: strong numbers were not always called active
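system = RFP-PRO-GFP reporter HT1080 cells | dosing = 20 µM single dose, 1% DMSO | timing = overnight cell settling, then overnight compound exposure, 37 °C, 5% CO2 | read-out basis = GFP/RFP fluorescence ratio | controls = DMSO and RFP-L50D-GFP cell wells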
FAS-TE inh: blocks the thioesterase domain of human fatty acid synthase | 360,000 compounds, 0.67% hits | recombinant FAS-TE, OMFH fluorogenic substrate, fluorescence endpoint | inhibition, % at 15 µM;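 active means compounds whose normalised, plate-corrected inhibition of enzyme fluorescence in the single-dose primary screen is 50% or more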;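 further: 0% = DMSO with enzyme and 100% = substrate without enzyme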
Rpn11 block: Rpn11 (human) deubiquitinase inhibition | AID 588493 | calls only at 20 µM | human 26S proteasome, Ub4-pepOG fluorescence polarization; 20S core pre-blocked with epoxomicin | 360,000 compounds, 0.59% hits | O00487;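 active means inhibition at 20 µM, scaled to each plate's controls, above about 33%, limit read from the data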
Target sequence (O00487 whole entry, looked up): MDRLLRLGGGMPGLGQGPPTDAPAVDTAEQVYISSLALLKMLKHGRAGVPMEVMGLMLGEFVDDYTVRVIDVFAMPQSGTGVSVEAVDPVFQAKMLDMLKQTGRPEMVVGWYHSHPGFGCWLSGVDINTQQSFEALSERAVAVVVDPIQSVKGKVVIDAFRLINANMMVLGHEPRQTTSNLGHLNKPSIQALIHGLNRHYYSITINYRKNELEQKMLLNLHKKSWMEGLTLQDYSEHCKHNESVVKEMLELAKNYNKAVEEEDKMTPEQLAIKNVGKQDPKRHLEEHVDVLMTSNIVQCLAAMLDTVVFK
PABP1 MLLE inh: inhibitors of microRNA-mediated deadenylation, human PABP1 MLLE binding. AID 588489. inhibition, % at 20 µM. GST-MLLE / FITC-PAM2 fluorescence polarization. 360,000 compounds, 0.36% hits. P11940; in the data active means inhibition above about 35%, passing the limit was not always enough;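 further: plate controls were DMSO wells with GST-MLLE for no effect and wells lacking GST-MLLE protein for full effect; some results filed as inactive read as strong as hits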
Target sequence (P11940 whole entry, looked up): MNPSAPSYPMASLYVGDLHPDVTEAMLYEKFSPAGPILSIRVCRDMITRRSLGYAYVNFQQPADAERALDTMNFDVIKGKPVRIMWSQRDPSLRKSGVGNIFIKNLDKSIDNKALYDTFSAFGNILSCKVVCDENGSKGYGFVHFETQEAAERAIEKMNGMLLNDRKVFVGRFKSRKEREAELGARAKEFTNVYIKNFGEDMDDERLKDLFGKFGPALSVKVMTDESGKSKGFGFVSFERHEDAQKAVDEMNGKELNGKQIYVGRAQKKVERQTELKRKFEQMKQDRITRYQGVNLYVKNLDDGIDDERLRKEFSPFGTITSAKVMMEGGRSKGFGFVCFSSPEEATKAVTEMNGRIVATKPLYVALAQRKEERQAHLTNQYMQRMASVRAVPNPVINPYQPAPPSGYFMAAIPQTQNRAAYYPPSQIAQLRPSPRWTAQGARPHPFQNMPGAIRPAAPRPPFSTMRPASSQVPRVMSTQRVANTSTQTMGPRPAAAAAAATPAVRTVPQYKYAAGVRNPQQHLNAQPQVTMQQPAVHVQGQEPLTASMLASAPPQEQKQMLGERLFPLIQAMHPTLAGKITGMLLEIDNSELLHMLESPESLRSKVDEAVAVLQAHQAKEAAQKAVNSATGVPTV
MsrA act: activators of bovine methionine sulfoxide reductase A; purified bovine MsrA, absorbance read-out; activation, % at 10.6 µM; 360,000 compounds, 0.3% hits; in the data active means activation above about 7.5%;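 further: 0% = vehicle and 100% = reference activator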
MsrA inh: inhibitors of bovine MsrA; purified bovine MsrA, absorbance read-out; inhibition, % at 15.5 µM; 360,000 compounds, 0.75% hits; in the data active means inhibition above about 4.5%;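 further: 0% = vehicle wells with enzyme and 100% = reference inhibitor wells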
Rin1-Abl PPI inh: human Rin1-Abl interaction inhibition | P00519+Q13671 | 360,000 compounds, 0.4% hits | TR-FRET Rin1/Abl binding, biochemical | inhibition, % at 7.35 µM | AID 588664; in the data active means inhibition above about 5%, passing the limit was not always enough
eLon inh: E. coli protease La inhibition | purified E. coli Lon protease, fluorescence polarization | inhibition, % at 7.94 µM | 360,000 compounds, 0.42% hits; in the data active means inhibition above about 13%, passing the limit was not always enough;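 further: 0% = enzyme with probe and DMSO and 100% = no enzyme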
CSN deneddyl inh: inhibitors of human CSN-mediated cullin deneddylation. Q92905. Purified CSN, SCF-Nedd8-OG deneddylation, fluorescence polarization. inhibition, % at 12.5 µM. 360,000 compounds, 0.38% hits. AID 651999;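 active means pattern-corrected inhibition above about 35%, with an unprinted fluorescence ratio check between 0.5 and 1.5, limit read from the data, passing the limit was not always enough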;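 further: 0% = enzyme with substrate and 100% = substrate without enzyme; some results filed as inactive read as strong as hits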
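Material: human Csn5 produced in HEK293T cells; Input: enzyme 0.24 nM; Reagent: SCFSkp2-Nedd8OG substrate at 10 nM final; Dosing: 12.5 µM compound; Incubation: 90 min reaction at room temperature; Detection: fluorescence polarization of the substrate; Evaluation: % inhibition of substrate cleavage by Csn5; Control set: substrate-only high control, full reaction low control.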
Active calls of the source: *; i = inactive; nt = not tested or not shown; + = active, no number.

#1 CCOC(=O)n1c(SCC(=O)N(CC)CC)nc2ccccc21
#2 O=C(NC1CCCCC1)C(c1ccc2ncccc2c1)N(Cc1ccco1)C(=O)c1ccc2c(c1)OCCO2 (centres undefined)
#3 CC(Sc1ccsc1[N+](=O)[O-])C(=O)NCc1ccco1 (centres undefined)
#4 c1ccc(-n2c(SCc3ccncc3)nnc2-c2ccco2)cc1
#5 O=C(CSc1nc2c(c(=O)n1-c1ccc(F)cc1)SCC2)NCc1ccco1
#6 CC1(C)N=C(N)NC(Nc2ccc(Cl)cc2)=N1

Screen / compound no.	1	2	3	4	5	6
MT1-MMP act inh	-1	1	1	1	-1	-1
FAS-TE inh	-4	11	-6	-7	-7	-6
Rpn11 block	i	i	i	i	i	i
PABP1 MLLE inh	0	-3	16	-20	45*	7
MsrA act	1	-1	-14	-3	0	-3
MsrA inh	1.0	1.1	0.4	0.2	1.9	0.7
Rin1-Abl PPI inh	0	1	0	-3	7	-1
eLon inh	-2	-6	5	5	-12	-2
CSN deneddyl inh	-7	-4	4	5	27	-3

#7 COCCN(C(=O)CSc1nc2ccc(Cl)cc2[nH]1)c1c(N)n(Cc2ccccc2)c(=O)[nH]c1=O
#8 COc1ccc(S(=O)(=O)N2CCOCC2)cc1NC(=O)C1CCCN1C(=O)c1cccs1 (centres undefined)
#9 C=CCN(C(=O)c1csnn1)C(C(=O)NCc1ccc(F)cc1)c1ccc(F)cc1 (centres undefined)
#10 O=C(Nc1ccc(S(=O)(=O)N2CCOCC2)cc1)c1nn(-c2ccc(F)cc2)ccc1=O
#11 O=C(CN(C(=O)CCNC(=O)c1ccco1)c1ccccc1)NC1CCCC1
#12 CCC(=O)N1C(=O)CCN(C(C)=O)c2ccccc21

Screen / compound no.	7	8	9	10	11	12
MT1-MMP act inh	-1	-3	-4	2	nt	3
FAS-TE inh	-2	-6	6	0	-5	-4
Rpn11 block	i	i	i	i	i	i
PABP1 MLLE inh	-99	-8	16	-10	-10	12
MsrA act	7	-5	0	-3	-1	0
MsrA inh	0.1	-0.7	-0.3	-0.9	-1.6	0.0
Rin1-Abl PPI inh	0	0	1	-4	2	1
eLon inh	-12	-4	6	-9	1	-3
CSN deneddyl inh	2	-3	-1	-2	2	-1

#13 O=C1CC(c2nc3ccccc3[nH]2)CN1c1ccccc1 (centres undefined)
#14 Cc1cc(C)c2nc(Cl)c(C3NC(=O)c4ccccc4N3)cc2c1 (centres undefined)
#15 CCOC(=O)N1CCN(C(=O)c2ccc3c(=O)n(CCC4=CCCCC4)c(=S)[nH]c3c2)CC1
#16 CCN(CC)CCNc1nc(C(F)(F)F)nc2c1nnn2Cc1ccccc1
#17 Cc1nc(Cl)cc(N/N=C/c2ccc(O)cc2O)n1
#18 CCOC(=O)C1(Cc2cccc(OC)c2)CCN(Cc2ccccc2)CC1

Screen / compound no.	13	14	15	16	17	18
MT1-MMP act inh	4	1	0	-2	7	0
FAS-TE inh	-2	-7	23	-2	1	0
Rpn11 block	i	i	i	i	i	i
PABP1 MLLE inh	-13	-3	-68	2	1	6
MsrA act	-4	-11	0	0	-9	0
MsrA inh	-0.6	1.0	1.2	0.3	5.7*	0.5
Rin1-Abl PPI inh	3	0	1	-2	1	1
eLon inh	-10	2	-3	2	8	-5
CSN deneddyl inh	4	11	3	3	-4	5

#19 CC(C)(C)c1ccc(C(=O)NCC(=O)N2CCCCCC2)cc1
#20 N#Cc1c(N)n(CCNC(=O)c2ccccc2)c2nc3ccccc3nc12
#21 O=C(CCl)NC(Cc1ccccc1)c1ccccc1 (centres undefined)
#22 CN(CC(=O)Nc1cccc(F)c1)C(=O)c1ccccc1OCCOc1ccccc1
#23 Cc1noc(C)c1S(=O)(=O)N1Cc2ccccc2CC1C(=O)N(C)C (centres undefined)
#24 COC(=O)CC1(C(=O)OC)Oc2ccc(Br)cc2C(=O)N1c1cc(Cl)c(Cl)cc1Cl (centres undefined)

Screen / compound no.	19	20	21	22	23	24
MT1-MMP act inh	2	-3	2	-2	-1	nt
FAS-TE inh	-3	-5	1	11	-4	46
Rpn11 block	i	i	i	i	i	i
PABP1 MLLE inh	9	-8	2	7	11	-11
MsrA act	-3	-2	-3	-9	-8	-10
MsrA inh	0.4	2.2	0.3	0.8	1.0	-0.8
Rin1-Abl PPI inh	0	1	1	0	2	4
eLon inh	0	-14	-4	2	6	10
CSN deneddyl inh	6	2	-5	2	1	-1

#25 N=c1n(CCN2CCOCC2)c2ccccc2n1CC(=O)c1cccc([N+](=O)[O-])c1
#26 CCOC(=O)C1C(=O)NC(SCC(=O)Nc2nccs2)=C(C#N)C1c1ccccc1OCC (centres undefined)
#27 COc1ccc(/C=C\C(=O)NCc2ccc3[nH]c(C)cc3c2)cc1OC
#28 O=C1CCC(=O)N1CCC(=O)N(C(=O)NC1CCCCC1)C1CCCCC1
#29 CCN(CC)CC(O)COCCC12CC3CC(CC(C3)C1)C2 (centres undefined)
#30 Cc1ccccc1N(C(=O)CNC(=O)c1ccco1)C(C(=O)NC1CCCCC1)c1cccnc1 (centres undefined)

Screen / compound no.	25	26	27	28	29	30
MT1-MMP act inh	2	-12	2	-3	4	0
FAS-TE inh	14	0	0	-7	-6	-4
Rpn11 block	i	+	i	i	i	i
PABP1 MLLE inh	3	18	12	2	-2	-6
MsrA act	-6	-1	-9	-4	-3	-1
MsrA inh	1.6	nt	2.1	-0.7	-0.1	-0.7
Rin1-Abl PPI inh	-4	-2	1	5	1	-1
eLon inh	5	-28	-7	-5	-10	-4
CSN deneddyl inh	-5	8	0	-2	1	0

#31 CC1=C(C)CC(C(=O)NC(C)CCc2ccccc2)C(C(=O)O)C1 (centres undefined)
#32 NC(=O)c1ccc(NC(=O)COC(=O)c2ccc3c(c2)OCCO3)cc1
#33 CSc1ncccc1C(=O)OCC(=O)NC1CCCC1
#34 COc1cc(/C=N\NC(=O)C2C(=O)NCC2c2ccccc2)cc(OC)c1O (centres undefined)
#35 Nc1nc(NC(=O)c2cccnc2)nn1-c1ccccc1
#36 COc1ccc(-n2c(SCC(=O)NCc3ccco3)nc3c([nH]c4ccccc43)c2=O)cc1

Screen / compound no.	31	32	33	34	35	36
MT1-MMP act inh	4	6	4	-1	4	1
FAS-TE inh	-2	-1	-4	-5	-5	-6
Rpn11 block	i	i	i	i	i	i
PABP1 MLLE inh	-12	-4	-3	-7	0	8
MsrA act	-3	-3	-4	1	0	-7
MsrA inh	-1.3	1.0	-0.1	2.6	0.6	1.7
Rin1-Abl PPI inh	2	0	-1	-1	-5	-1
eLon inh	2	-2	-1	7	2	-3
CSN deneddyl inh	0	5	-3	0	-8	-2

#37 COC(=O)c1ccc(CNC(=O)CSC2=NCCS2)cc1
#38 N#CC1=C2N=C(N)c3ccccc3N2C2=C(C(=O)CCC2)C1c1ccccc1F (centres undefined)
#39 CCCC(=O)Nc1ccc(C(N)=O)cc1
#40 Cc1ccc2c(CC(=O)Nc3sccc3C(N)=O)coc2c1
#41 CC(C)C[C@@H](CN1C(=O)C(=O)NC[C@@H]1CC(C)C)NC(=O)Cc1ccccc1
#42 CCCCN(CCCC)C(=O)/C=C/c1cccc([N+](=O)[O-])c1

Screen / compound no.	37	38	39	40	41	42
MT1-MMP act inh	-1	-11	3	0	-1	-2
FAS-TE inh	0	-2	0	6	-4	23
Rpn11 block	i	i	i	i	i	i
PABP1 MLLE inh	15	87	-2	-18	1	1
MsrA act	5	-2	-2	-4	0	-4
MsrA inh	-1.4	1.0	0.3	0.8	0.1	3.4
Rin1-Abl PPI inh	0	-3	4	0	5	-3
eLon inh	-5	71*	-4	-1	1	7
CSN deneddyl inh	-8	-78	-8	-6	0	-2

Entries of single compounds, quoted from the list.
N#CC1=C2N=C(N)c3ccccc3N2C2=C(C(=O)CCC2)C1c1ccccc1F (centres undefined) is listed as MT1-MMP act inh = -11; FAS-TE inh = -2; Rpn11 block = i; PABP1 MLLE inh = 87; MsrA act = -2; MsrA inh = 1.0; Rin1-Abl PPI inh = -3; eLon inh = 71*; CSN deneddyl inh = -78
COC(=O)c1ccc(CNC(=O)CSC2=NCCS2)cc1 is listed as MT1-MMP act inh = -1; FAS-TE inh = 0; Rpn11 block = i; PABP1 MLLE inh = 15; MsrA act = 5; MsrA inh = -1.4; Rin1-Abl PPI inh = 0; eLon inh = -5; CSN deneddyl inh = -8

Next section:
#43 CCOC(=O)C(Cc1ccc(O)cc1)NC(=O)CNC(=O)C(CC(C)C)NC(=O)OC(C)(C)C (centres undefined)
#44 CCOC(=O)c1csc(NC(=O)c2cc(-c3ccccn3)nc3ccccc23)n1
#45 Cc1ccc(S(=O)(=O)N(CC(=O)NCc2ccc(F)cc2)C(=O)N2CCN(C)CC2)cc1
#46 Cc1cccc(NC2=NCC(=O)N2Cc2ccccc2)c1
#47 CCn1ccc(C(=O)N2CCOCC2)n1
#48 CC1(C)CC(=O)C=C(c2ccc(-c3cccc4c3sc3ccccc34)cc2)C1=O

Screen / compound no.	43	44	45	46	47	48
MT1-MMP act inh	2	-5	-1	-13	4	3
FAS-TE inh	-6	-9	-5	0	-4	22
Rpn11 block	i	i	i	i	i	i
PABP1 MLLE inh	0	4	10	6	7	-4
MsrA act	-3	-1	5	-3	-3	1
MsrA inh	-0.4	0.1	0.1	0.9	-0.3	0.2
Rin1-Abl PPI inh	-2	3	2	-4	2	0
eLon inh	1	-6	-3	3	-7	0
CSN deneddyl inh	-8	2	-1	1	2	1

Just FAS-TE inh, eLon inh and Rpn11 block, for some of the entries so far:
no.	Compound	FAS-TE inh	eLon inh	Rpn11 block
46	Cc1cccc(NC2=NCC(=O)N2Cc2ccccc2)c1	0	3	i
47	CCn1ccc(C(=O)N2CCOCC2)n1	-4	-7	i
48	CC1(C)CC(=O)C=C(c2ccc(-c3cccc4c3sc3ccccc34)cc2)C1=O	22	0	i

Records listed above marked active in Rpn11 block.
nr	SMILES	MT1-MMP act inh	Rpn11 block	PABP1 MLLE inh	MsrA act	MsrA inh	Rin1-Abl PPI inh	eLon inh	CSN deneddyl inh
26	CCOC(=O)C1C(=O)NC(SCC(=O)Nc2nccs2)=C(C#N)C1c1ccccc1OCC (centres undefined)	-12	+	18	-1	nt	-2	-28	8

Later entries
#49 CC(C)Cn1c(CN2CCN(c3ccccc3F)CC2)nc2c1c(=O)[nH]c(=O)n2C
#50 CCN(Cc1cnn(C)c1)C(=O)CC1C(=O)NCCN1Cc1cccc(OC)c1OC (centres undefined)
#51 C/C(=N\NC(=S)NCc1ccccc1)c1ccc(Cl)cc1
#52 CCC/C=C/c1ccc(CN2C(C)C(=O)N(Cc3cn(CCOCOC)nn3)CCS2(=O)=O)cc1 (centres undefined)
#53 O=C(NCc1ccccc1Cl)c1cnccn1
#54 c1ccc(C2[C@H]3CN(CC4CCCCC4)[C@H](c4ccccc4)C34CC2(c2cccnc2)C4)cc1 (some centres undefined)
#55 CCOc1cc(/C=N/O)cc(Br)c1OCC(=O)NCc1ccccc1

Screen / compound no.	49	50	51	52	53	54	55
MT1-MMP act inh	0	-1	0	4	-5	-8	-2
FAS-TE inh	0	-4	17	-1	-3	6	0
Rpn11 block	i	i	i	i	i	i	i
PABP1 MLLE inh	12	13	21	-5	1	-11	-2
MsrA act	-1	-4	-12	-2	-6	-2	-8
MsrA inh	-0.4	0.6	1.4	0.8	-0.3	-0.8	0.8
Rin1-Abl PPI inh	0	-5	0	-2	1	5	-1
eLon inh	4	-2	5	2	12	-9	-9
CSN deneddyl inh	-4	-1	-14	4	1	0	2
